Source: PubChem
MITF primary: human MITF inhibition, primary screen. inhibition, % at 2.6 µM. AID 1259374. 650,000 tested, 0.91% active. O75030. AlphaScreen MITF homodimerization, bead proximity signal; in the data active means inhibition above about 50%;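 further: 0% = vehicle wells with protein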
GPR151 ag: human GPR151 activation. PathHunter beta-arrestin GPR151 cells, luminescence. 650,000 tested, 1% active. AID 1508602. Q8TDV0. activation, % at 11.2 µM; in the data active means activation above about 4.9%;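 further: 0% = median of compound wells and 100% = cells with positive control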
Target sequence (Q8TDV0 whole entry, looked up): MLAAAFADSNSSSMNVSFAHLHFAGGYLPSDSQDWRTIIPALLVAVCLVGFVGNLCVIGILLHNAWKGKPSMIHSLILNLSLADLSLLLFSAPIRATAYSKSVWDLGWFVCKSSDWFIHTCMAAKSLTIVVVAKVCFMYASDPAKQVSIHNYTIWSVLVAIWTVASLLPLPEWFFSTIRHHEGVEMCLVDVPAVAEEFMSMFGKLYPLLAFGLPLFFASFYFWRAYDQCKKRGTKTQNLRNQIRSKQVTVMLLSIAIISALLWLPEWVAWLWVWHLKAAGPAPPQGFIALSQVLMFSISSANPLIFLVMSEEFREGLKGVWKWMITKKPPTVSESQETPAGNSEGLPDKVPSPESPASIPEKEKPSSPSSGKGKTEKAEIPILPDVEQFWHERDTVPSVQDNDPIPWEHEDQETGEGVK
TEAD-YAP block: TEAD-YAP interaction inhibition; inhibition, % at 9.12 µM; 640,000 tested, 1.4% active; HEK-TIYL cells, TEAD-Gal4/YAP UAS-luciferase luminescence; in the data active means inhibition above about 32%;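 further: 0% = median of test compound wells and 100% = reference inhibitor wells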
FBW7 act: activators of human E3 ligase FBW7; Q969H0; AlphaScreen FBW7–phospho-cyclin E peptide binding, activator screen; normalized activity (activation), % at 26.1 µM; 650,000 tested, 0.13% active; AID 1259310; in the data active means normalized activity above about 1.9%;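 further: purified mutant Fbw7 with reduced substrate affinity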
Target sequence (Q969H0 whole entry, looked up): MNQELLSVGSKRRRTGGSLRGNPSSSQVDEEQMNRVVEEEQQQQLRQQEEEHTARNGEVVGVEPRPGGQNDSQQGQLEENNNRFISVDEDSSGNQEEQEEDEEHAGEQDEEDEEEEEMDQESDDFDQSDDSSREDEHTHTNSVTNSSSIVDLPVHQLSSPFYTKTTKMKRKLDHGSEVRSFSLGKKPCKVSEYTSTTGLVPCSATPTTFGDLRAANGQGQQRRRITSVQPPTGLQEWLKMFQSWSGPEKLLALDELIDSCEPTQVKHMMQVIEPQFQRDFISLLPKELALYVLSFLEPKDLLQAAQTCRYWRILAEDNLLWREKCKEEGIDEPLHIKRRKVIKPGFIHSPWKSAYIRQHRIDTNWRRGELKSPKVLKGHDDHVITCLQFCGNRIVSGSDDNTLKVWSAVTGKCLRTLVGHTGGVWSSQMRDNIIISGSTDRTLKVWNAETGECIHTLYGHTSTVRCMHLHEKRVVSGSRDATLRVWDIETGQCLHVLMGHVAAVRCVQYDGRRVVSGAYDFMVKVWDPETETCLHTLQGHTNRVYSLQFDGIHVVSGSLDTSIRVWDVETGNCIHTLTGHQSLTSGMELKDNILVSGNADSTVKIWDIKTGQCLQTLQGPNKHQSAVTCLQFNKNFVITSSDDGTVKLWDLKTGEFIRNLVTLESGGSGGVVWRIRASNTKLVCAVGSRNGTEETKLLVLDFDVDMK
* = called active by the depositor.

#	structure	MITF primary	GPR151 ag
1	COc1ccc(N2C(=O)C(CC(=O)Nc3ccc(Cl)cc3)N(CCCN3CCN(C)CC3)C2=S)cc1 (centres undefined)	6	-0.5
2	CC(=O)Nc1ccc(CN2CCCC(C(=O)Nc3ccc(-c4ccn[nH]4)cc3)C2)cc1 (centres undefined)	4	0.3
3	Cc1[nH]c2ccc(-c3n[nH]c(=S)n3-c3ccc(Oc4ccccc4)cc3)cc2c1C	0	1.2
4	COc1ccc(CCNc2ccnc(-c3ccc(OC)nc3)n2)cc1	9	-1.2
5	CC(=O)N1c2ccc(-c3nc(NC(=O)c4cccnc4)sc3C)cc2CC1C (centres undefined)	-9	0.1
6	CC(=O)Nc1ccc(Nc2ncnc3c2nc(-c2ccc(C(=O)NC4CC4)cc2)n3C(C)C)cc1	-10	-0.6
7	COc1cccc(NC(=O)c2c([N+](=O)[O-])cnn2C)c1	-2	3.9
8	C=CCOc1ccc2c(=O)c(Oc3cc(C)cc(C)c3)c(C(F)(F)F)oc2c1	2	-0.2
9	O=C(NC1CCCCC1)c1cc(-c2cccs2)on1	-9	-0.2
10	Cc1noc(C)c1COC(=O)CCN1C(=O)c2cccc([N+](=O)[O-])c2C1=O	-8	-1.3
11	COc1ccc(/C=C2\SC(=S)N(NC(=O)CC(C)C)C2=O)cc1OC	0	-0.3
12	CCn1c2ccccc2c2cc(NS(=O)(=O)c3ccccc3[N+](=O)[O-])ccc21	5	-0.1

#	TEAD-YAP block	FBW7 act
1	-12	0.0
2	-6	0.0
3	15	0.0
4	-9	-0.2
5	-8	-0.2
6	-14	0.2
7	-1	-0.2
8	-3	-0.1
9	-65	0.0
10	1	-0.1
11	-3	-0.2
12	3	-0.1

Continued.
#	structure	MITF primary	GPR151 ag
13	Cc1c(CN2CCCC(c3[nH]ncc3-c3ccc(F)cc3)C2)cnn1C (centres undefined)	-10	0.0
14	Cc1ccc(NC(=O)/C=C\c2ccccc2[N+](=O)[O-])cc1	6	-1.3
15	Cc1cc([N+](=O)[O-])nn1CC(=O)N1CCc2ccccc2C1	3	-0.3
16	Fc1ccccc1/C=N\n1cnnc1N/N=C/c1ccccc1F	7	0.5
17	Cc1cc(C)n(CCNCc2cc3cc4c(cc3n(CCN3CCCCC3)c2=O)CCC4)n1	-8	0.2
18	Cc1ccc(-n2c(=O)cc(N3CCc4ccccc43)[nH]c2=O)cc1	5	0.8
19	Cc1nc(N2CCC(N3CCc4sccc4C3)CC2)nc2cc(S(C)(=O)=O)ccc12	2	0.6
20	CC1CC(Nc2ccccc2)c2ccccc2N1C(=O)CN1C(=O)C2CCCCC2C1=O (centres undefined)	9	-1.1
21	O=C(Nc1cccnc1)C1CC(c2c(F)cccc2Cl)=NO1 (centres undefined)	-4	2.4
22	NC(=O)c1ccc(NC(=O)NC2CCCCC2)cc1	-4	-0.1
23	COc1ccc(C(c2nnnn2Cc2ccco2)N2CCN(C)CC2)cc1OC (centres undefined)	1	-0.2
24	CCOc1cccc(NC(=O)C2CC(=O)N(Cc3ccc(OC)cc3)C(=Nc3ccccc3)S2)c1 (centres undefined)	-3	0.4

#	TEAD-YAP block	FBW7 act
13	2	0.0
14	-24	0.1
15	5	0.1
16	8	-0.1
17	6	-0.1
18	20	0.0
19	-1	0.4
20	3	0.1
21	1	-0.1
22	-17	-0.1
23	-8	0.1
24	1	0.0

Rewritten screen by screen: 19 of the compounds above.
5: CC(=O)N1c2ccc(-c3nc(NC(=O)c4cccnc4)sc3C)cc2CC1C (centres undefined)
6: CC(=O)Nc1ccc(Nc2ncnc3c2nc(-c2ccc(C(=O)NC4CC4)cc2)n3C(C)C)cc1
7: COc1cccc(NC(=O)c2c([N+](=O)[O-])cnn2C)c1
8: C=CCOc1ccc2c(=O)c(Oc3cc(C)cc(C)c3)c(C(F)(F)F)oc2c1
9: O=C(NC1CCCCC1)c1cc(-c2cccs2)on1
10: Cc1noc(C)c1COC(=O)CCN1C(=O)c2cccc([N+](=O)[O-])c2C1=O
11: COc1ccc(/C=C2\SC(=S)N(NC(=O)CC(C)C)C2=O)cc1OC
12: CCn1c2ccccc2c2cc(NS(=O)(=O)c3ccccc3[N+](=O)[O-])ccc21
13: Cc1c(CN2CCCC(c3[nH]ncc3-c3ccc(F)cc3)C2)cnn1C (centres undefined)
14: Cc1ccc(NC(=O)/C=C\c2ccccc2[N+](=O)[O-])cc1

| screen / no. | 5 | 6 | 7 | 8 | 9 | 10 | 11 | 12 | 13 | 14 |
| --- | --- | --- | --- | --- | --- | --- | --- | --- | --- | --- |
| MITF primary | -9 | -10 | -2 | 2 | -9 | -8 | 0 | 5 | -10 | 6 |
| GPR151 ag | 0.1 | -0.6 | 3.9 | -0.2 | -0.2 | -1.3 | -0.3 | -0.1 | 0.0 | -1.3 |
| TEAD-YAP block | -8 | -14 | -1 | -3 | -65 | 1 | -3 | 3 | 2 | -24 |
| FBW7 act | -0.2 | 0.2 | -0.2 | -0.1 | 0.0 | -0.1 | -0.2 | -0.1 | 0.0 | 0.1 |

15: Cc1cc([N+](=O)[O-])nn1CC(=O)N1CCc2ccccc2C1
16: Fc1ccccc1/C=N\n1cnnc1N/N=C/c1ccccc1F
17: Cc1cc(C)n(CCNCc2cc3cc4c(cc3n(CCN3CCCCC3)c2=O)CCC4)n1
18: Cc1ccc(-n2c(=O)cc(N3CCc4ccccc43)[nH]c2=O)cc1
19: Cc1nc(N2CCC(N3CCc4sccc4C3)CC2)nc2cc(S(C)(=O)=O)ccc12
20: CC1CC(Nc2ccccc2)c2ccccc2N1C(=O)CN1C(=O)C2CCCCC2C1=O (centres undefined)
21: O=C(Nc1cccnc1)C1CC(c2c(F)cccc2Cl)=NO1 (centres undefined)
22: NC(=O)c1ccc(NC(=O)NC2CCCCC2)cc1
23: COc1ccc(C(c2nnnn2Cc2ccco2)N2CCN(C)CC2)cc1OC (centres undefined)

| screen / no. | 15 | 16 | 17 | 18 | 19 | 20 | 21 | 22 | 23 |
| --- | --- | --- | --- | --- | --- | --- | --- | --- | --- |
| MITF primary | 3 | 7 | -8 | 5 | 2 | 9 | -4 | -4 | 1 |
| GPR151 ag | -0.3 | 0.5 | 0.2 | 0.8 | 0.6 | -1.1 | 2.4 | -0.1 | -0.2 |
| TEAD-YAP block | 5 | 8 | 6 | 20 | -1 | 3 | 1 | -17 | -8 |
| FBW7 act | 0.1 | -0.1 | -0.1 | 0.0 | 0.4 | 0.1 | -0.1 | -0.1 | 0.1 |

Next section:
#	structure	MITF primary	GPR151 ag
25	CCCCn1nnnc1SCC(=O)c1ccccc1F	11	0.2
26	CC(NC(=O)CSc1nnc(-c2ccc3c(c2)OCO3)o1)C12CC3CC(CC(C3)C1)C2 (centres undefined)	9	0.1
27	O=C(CCN1CCOCC1)Nc1cc(C(=O)NCc2cccs2)ccc1N1CC2CC(C1)c1cccc(=O)n1C2 (centres undefined)	-12	0.8
28	CCC(NS(=O)(=O)c1cc2c(cc1C)NC(=O)CO2)c1cccs1 (centres undefined)	-2	0.6
29	COc1cc(Nc2nc(NC3CCN(Cc4ccccc4)CC3)ncc2C)cc(OC)c1OC	-4	1.7
30	CCc1ccccc1NC(=S)N(CCCN1CCOCC1)Cc1cccnc1	23	-0.2
31	Brc1ccc2c(c1)C(c1ccccc1)=Nc1ccccc1O2	9	-0.3
32	CC1=NN(c2cccc(Cl)c2)C(=O)/C1=C/c1sccc1C	1	-0.3
33	CCc1ccc(NC(=O)CSc2nc3ccccc3c(=O)n2CCCC(=O)NCCCN2CCOCC2)cc1	-5	-0.3
34	O=C(N/N=C/c1cc(Br)ccc1O)c1ccc(=O)[nH]n1	80*	0.6
35	CCOC(=O)c1c(NC(=O)/C=C\C(=O)O)sc(C)c1C	7	-0.3
36	CCOc1cc2oc(=O)cc(-c3ccccc3)c2cc1Cl	5	-0.5

#	TEAD-YAP block	FBW7 act
25	-28	-0.1
26	1	0.1
27	-19	0.3
28	-2	-0.1
29	8	0.1
30	8	-0.2
31	-3	0.1
32	5	-0.2
33	16	0.0
34	15	-0.2
35	21	-0.2
36	-17	0.1

The list goes on:
#	structure	MITF primary	GPR151 ag
37	Cn1c(=O)c2[nH]c(SCC(=O)O)nc2n(C)c1=O	2	-1.2
38	CN(C)S(=O)(=O)c1cccc(-c2nnc(SCc3ccc4c(c3)OCCO4)o2)c1	3	0.5
39	COc1ccc(/C=C2\C=C(c3ccccc3)N(c3ccc(F)cc3)C2=O)cc1	3	0.6
40	COc1cccc(CNC(=O)CCS(=O)(=O)c2ccc3c(c2)SCC(=O)N3)c1	12	11*
41	COc1ccc(N2C(=O)CC(Nc3ccc(CCO)cc3)C2=O)cc1 (centres undefined)	8	0.7
42	CN(CC(=O)O)c1nc2ccc([N+](=O)[O-])cc2s1	6	-1.2
43	CCOc1ccc(C(=O)Nc2cccc(-c3nc4cc(Cl)ccc4o3)c2)cc1	1	1.0
44	CCCNC(=O)c1c[nH]c2ccc(S(=O)(=O)N(C)c3ccc(Cl)cc3)cc2c1=O	4	0.2
45	O=C(CSc1ccccc1)N1CCCC(N2CCN(c3ccccc3)CC2)C1 (centres undefined)	-7	-0.2
46	Cc1sc2ncn(CC(=O)NCc3cccnc3)c(=O)c2c1C	0	-0.4
47	Cc1ccc(NC(=O)CSc2ccc3ccccc3n2)c(C)c1	-3	-1.4
48	O=C(CNC(=O)/C(=C\c1ccc(Br)cc1)NC(=O)c1ccccc1)OCc1ccccc1	5	-0.7

#	TEAD-YAP block	FBW7 act
37	-9	-0.1
38	-7	0.5
39	-5	-0.1
40	2	-0.1
41	0	0.3
42	-2	0.0
43	7	0.1
44	15	0.1
45	-2	-0.1
46	1	-0.1
47	76*	0.0
48	-4	0.0

Next part
#	structure	MITF primary	GPR151 ag
49	COc1ccc(-n2c(=S)[nH]c3cc(C(=O)Nc4cc(C(N)=O)ccc4OC)ccc3c2=O)c(OC)c1	12	-0.6
50	O=C(CN1CCC(Cc2ccccc2)CC1)Nc1ccc(N2CCOCC2)cc1	4	-0.8
51	COc1ccc(NC(=O)Nc2nnc(COc3cccc(C)c3C)s2)cc1	2	-2.0
52	COc1ccccc1C(=O)Nc1cc(-c2nc3cc(C)cc(C)c3o2)ccc1C	18	-1.0
53	COC(=O)c1ccccc1NC(=O)N1CCN(C(=O)c2ccco2)CC1	7	0.2
54	c1ccc(C2Oc3ccccc3C3CC(c4cccs4)=NN32)cc1 (centres undefined)	-3	0.6
55	CS(=O)(=O)N1CC=C[C@@H]1C(=O)NCc1ccc(F)cc1	-11	-0.5
56	CCCC(=O)Nc1c2c(nn1-c1ccccc1C)CS(=O)C2 (centres undefined)	11	0.1
57	CC(Cl)C(=O)n1c(=O)oc2cc(S(=O)(=O)N3CCCCC3)ccc21 (centres undefined)	-3	-1.2
58	O=C(NCCn1cc(SCc2ccc(F)cc2)c2ccccc21)c1ccc(F)cc1	13	-0.5
59	O=C1CSC(c2ccccn2)N1c1cccc(Cl)c1 (centres undefined)	16	-2.1
60	O=C(/C=C/c1ccco1)OCC(=O)C12CC3CC(CC(C3)C1)C2	8	1.1

#	TEAD-YAP block	FBW7 act
49	-4	-0.2
50	-2	-0.1
51	-12	0.1
52	6	-0.1
53	6	0.4
54	-13	-0.1
55	5	0.1
56	-3	-0.1
57	-3	0.4
58	11	0.0
59	-1	0.2
60	3	-0.1

More compounds
#	structure	MITF primary	GPR151 ag
61	O=C(/C=C/c1ccco1)NC(=S)NNC(=O)c1ccco1	6	0.8
62	Cc1ccsc1/C=C1\N=C(c2ccc(Br)cc2)OC1=O	0	1.0
63	COc1ccccc1NC(=O)c1ccc(Cl)c([N+](=O)[O-])c1	0	0.5
64	O=C(O)C1Nc2cc(Cl)cc(Cl)c2C2C=CCC12 (centres undefined)	40	-0.2
65	CCCc1ccc(OCCNC(=O)CCNC(=O)Nc2cccc(Cl)c2)cc1	-2	0.2
66	COc1cc(OC)cc(C(=O)N2CCN(Cc3cccc(Oc4ccccc4)c3)CC2)c1	37	2.1
67	CCOC(=O)C(=CNc1ccccc1C(F)(F)F)C(=O)OCC	0	-0.5
68	COc1ccc(-c2noc(N3CCCC(C(=O)Nc4ccc(OC)cc4OC)C3)n2)cc1 (centres undefined)	17	-1.4
69	COc1cccc(-n2nnc3c(=O)n(CC(=O)NC4CCCC4)cnc32)c1	2	0.4
70	O=C(Nc1cccc(N2CCCC2)c1)c1cccc(Cl)c1	-10	2.8
71	Cc1noc(C(=O)Nc2ccc(F)cc2F)c1Cl	16	-3.2
72	Cc1ccnc(NC(=O)C(NS(=O)(=O)c2cccc3nsnc23)c2ccccc2)c1 (centres undefined)	-4	0.0

#	TEAD-YAP block	FBW7 act
61	-18	-0.4
62	2	0.1
63	-10	0.1
64	5	0.0
65	13	-0.1
66	-3	-0.1
67	6	0.0
68	-5	0.5
69	-2	-0.2
70	-17	-0.2
71	-12	0.3
72	-3	-0.1

Next section:
#	structure	MITF primary	GPR151 ag
73	O=C(/C=C\c1ccc([N+](=O)[O-])cc1)NC1CC(=O)N(c2cccc(F)c2)C1 (centres undefined)	3	1.0
74	CCOc1ccccc1C(=O)Nc1ccc(Br)cc1F	-2	-1.1
75	CCOC(=O)C1CCCCN1Cc1nc(NCCCOC)c2cc(C)ccc2n1 (centres undefined)	-16	0.1
76	CCOc1ccc(NC(=O)c2cc3c(CO)cnc(C)c3oc2=N)cc1	-1	0.4
77	CCN(CC)c1ncnc2c1ncn2C1OC(CO)C(O)C1O (centres undefined)	2	0.1
78	O=C(NCC1CCC2(CCN(C(=O)Cc3ccccc3)CC2)O1)c1cc2ccccc2[nH]1 (centres undefined)	-5	0.0
79	COc1cc2ccccc2cc1C(=O)OCC(=O)NCc1ccco1	12	-1.0

#	TEAD-YAP block	FBW7 act
73	-7	-0.1
74	-6	0.1
75	1	-0.4
76	3	-0.2
77	-8	0.5
78	4	-0.1
79	4	0.0
